Assay outcomes (PubChem)
H37Rv inhibition: M. tuberculosis growth inhibition, HTS (AID 449762); inhibition, % at 25 µM; hits with a dose series show IC50 in µM; M. tuberculosis H37Rv growth inhibition, 7H9 media; higher % means a stronger effect; hit rate 0.59% among 330,000; in the data active means a potency from the dose series; inconclusive means inhibition above about 70% without an active follow-up result;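 further: bacterial growth assessed after seven days of incubation; strong numbers were not always called active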
Salmonella PhoP GFP: PhoP regulon inhibitors, Salmonella typhi PhoP promoter GFP reporter, confirmatory (AID 1850); Salmonella Typhi PhoP-promoter GFP reporter, fluorescence, 4 h; higher % means a stronger effect; one-dose inhibition, % at 50 µM; IC50 in µM for titrated hits; hit rate 0.33% among 310,000; in the data active means a potency from the dose series; inconclusive means inhibition mostly from about 25% at the one dose, without a potency; inactive means the rest, 99 in 100 with inhibition below about 19%;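 further: 0% = induced wells with vehicle and 100% = uninduced wells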
M. tuberculosis: growth inhibition of non-replicating M. tuberculosis (AID 488890); Mycobacterium tuberculosis non-replicating, growth inhibition; higher % means a stronger effect; one-dose inhibition, % at 25 µM; IC50 in µM for titrated hits; hit rate 0.39% among 320,000; in the data active means a potency from the dose series; inconclusive means inhibition mostly from about 82% at the one dose, without a potency; inactive means the rest, 99 in 100 with inhibition below about 76%;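 further: plate controls were DMSO cells for no effect and high antibiotic wells for full effect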
influenza NS1A: H1N1 influenza NS1A inhibitors, functional cell based assay (AID 504329) | NS1A functional cell-based assay, percent inhibition; higher % means a stronger effect | one-dose inhibition, % at 12.5 µM; IC50 in µM for titrated hits | hit rate 0.3% among 340,000; in the data active means a potency from the dose series; inconclusive means inhibition above about 27% without an active follow-up result; further: strong numbers were not always called active
inhibitors of VEEV: inhibitors of VEEV TC-83 cytopathic effect, confirmation, Vero cells (AID 588727). Vero cells, VEEV TC-83 cytopathic effect inhibition; higher % means a stronger effect. inhibition, % at 20 µM, or IC50 in µM where a hit was titrated. hit rate 0.13% among 350,000; in the data active means a potency from the dose series; inconclusive means inhibition mostly from about 14% at the one dose, without a potency; inactive means the rest, 99 in 100 with inhibition below about 12%; further: strong numbers were not always called active
inhibitors of VEEV 10K pilot screen: also measured in inhibitors of VEEV; calls as there; inhibition, %; measured here: 10K pilot screen inhibition
* = called active by the depositor; i = inactive; ? = inconclusive; / = no result given.

SMILES	H37Rv inhibition	Salmonella PhoP GFP	M. tuberculosis	influenza NS1A	inhibitors of VEEV	others
C=C[C@@]1(C)CCC(/C(C)=C/C=C/C(C)(C)O)C[C@@H]1C(=C)C (stereo partly drawn)	6%	/	17%	1%	0.3%	inhibitors of VEEV 10K pilot screen=0.1
CC1=CC2=NC(=O)CC(C)(C(=O)N(CC(=O)NC(C)C)C3CCCC3)N2C=C1 (stereo not drawn)	3%	-23%	-9%	/	/
O=S(=O)(c1ccc(Cl)cc1)c1cc(O)ccc1O	-6%	1%	16%	2%	0.3%
C=CCN(CC=C)S(=O)(=O)c1ccc2nc(NC(=O)C3CCCO3)sc2c1 (stereo not drawn)	3%	-2%	40%	-4%	0.7%
CCN(C(=O)C12CC3CC(CC(C3)C1)C2)C1CCS(=O)(=O)C1 (stereo not drawn)	1%	8%	-3%	-14%	1.7%
CC(Sc1nc(-c2ccccc2)cs1)C(=O)Nc1ccc(Cl)cn1 (stereo not drawn)	/	-4%	66%	3%	i
O=C1CCC2CCCCC2(O)O1 (stereo not drawn)	-2%	-6%	-10%	19%	1.0%
Clc1ccc(-n2nnc(-c3cccnc3Cl)n2)cn1	-9%	1%	16%	5%	7.7%
S=C(Nc1ccc(-c2nc3ccccc3[nH]2)cc1)Nc1cccnc1	2%	-2%	57%	-1%	3.0%
CC(=O)NS(=O)(=O)c1ccc(NC(=O)CSc2ccc(C)cc2)cc1	-1%	1%	14%	4%	0.8%
CSc1nsc(SC)c1C(=O)NCCNS(=O)(=O)c1ccc(C)cc1	-9%	-10%	-4%	-7%	0.5%
NC(=O)c1ncc(C(F)(F)F)cc1Oc1cccc(C(F)(F)F)c1	-5%	10%	-10%	-16%	0.8%
Cc1ncc(CO)c2cc(C(=O)Nc3ccccc3Cl)c(=Nc3cccc(C(N)=O)c3)oc12	11%	5%	-3%	-10%	0.7%
COC(=O)[C@@]1(Cc2ccc(OC)cc2)[C@@H]2C(=CC(=O)[C@H]2CC(=O)C(=O)N2CCCC2)CN1C(=O)c1ccccc1	9%	-5%	30%	4%	13%
CN(C(=O)CN1C(=O)/C(=C/c2ccccc2Cl)SC1=S)C1CCS(=O)(=O)C1 (stereo not drawn)	1%	-18%	4%	-3%	6.2%
CCc1sc(C(=O)NCc2cc(C)n(C)n2)cc1Br	-1%	3%	1%	3%	2.2%
CC(C)(C)NNC(=S)Nc1cccc(C(F)(F)F)c1	2%	11%	-12%	-2%	i
CC1SC(C)C(=O)N(CC(=O)NC2CCCCC2)C1=O (stereo not drawn)	/	/	/	10%	0.4%
O=C(C1CC(=O)N(c2ccccc2)C1)N1CCN(c2ccccc2)CC1 (stereo not drawn)	-4%	-8%	-4%	1%	1.4%
COc1ccc(CCNCCN2CCOCC2)cc1	4%	4%	3%	-11%	0.7%
COc1ccccc1OC(C)C(=O)N1CC(=O)Nc2ccccc21 (stereo not drawn)	-3%	-8%	5%	4%	1.4%
O=C1CN(O)C(c2ccccc2)=c2cc(Cl)ccc2=N1	-7%	-2%	2%	-7%	i
CC1CCCN(c2ccc(F)cc2N)C1 (stereo not drawn)	-10%	-8%	26%	13%	0.2%
CCOC(=O)c1c(C)oc2c1c(C(c1ccncc1)N1CCOCC1)c(O)c1ccccc12 (stereo not drawn)	43%	-5%	68%	/	/
CC(C)C(NC(N)=O)C(=O)NC1CCCCC1 (stereo not drawn)	-4%	-15%	3%	/	/

The closing 4 compounds of the part above come first, to join the parts.
SMILES	H37Rv inhibition	Salmonella PhoP GFP	M. tuberculosis	influenza NS1A	inhibitors of VEEV	others
O=C1CN(O)C(c2ccccc2)=c2cc(Cl)ccc2=N1	-7%	-2%	2%	-7%	i
CC1CCCN(c2ccc(F)cc2N)C1 (stereo not drawn)	-10%	-8%	26%	13%	0.2%
CCOC(=O)c1c(C)oc2c1c(C(c1ccncc1)N1CCOCC1)c(O)c1ccccc12 (stereo not drawn)	43%	-5%	68%	/	/
CC(C)C(NC(N)=O)C(=O)NC1CCCCC1 (stereo not drawn)	-4%	-15%	3%	/	/
O=C1CSc2ccccc2N1	/	/	/	3%	i
O=C(COC(=O)c1cc([N+](=O)[O-])ccc1NCCO)Nc1cccnc1Cl	1%	/	3%	-6%	0.1%
Cc1c(C(=O)Nc2ccccc2F)sc2ncn(CC(=O)N3CCCCC3)c(=O)c12	-15%	-8%	15%	4%	1.7%
COc1ccc(-c2csc(-c3[nH]cnc3N)n2)cc1	16%	13%	-8%	-4%	2.4%
Cc1ccc(-n2[nH]c(C)c(C=Nc3ccc(S(=O)(=O)Nc4nccs4)cc3)c2=O)cc1C	?	6%	?	-2%	i
CSc1cccc(NC(=S)NC(=O)CCc2ccccc2)c1	6%	-3%	?	-16%	0.8%
COc1cccc(N2CCN(C(=O)c3ccc(CS(=O)Cc4ccccc4Cl)o3)CC2)c1 (stereo not drawn)	8%	-8%	25%	18%	7.4%
O=C(c1ccc(F)cc1)C1CCN(C(=O)c2ccccc2)CC1	5%	-3%	-2%	-1%	i
CC(C)(C)c1nc2ccccc2c2nnc(SCC(=O)Nc3nc4ccccc4s3)n12	0%	-6%	-2%	-8%	?
CCCCNC(=S)NCc1ccc2[nH]c(C)cc2c1	-6%	0%	?	11%	3.2%
Cc1ccc(-c2nn(CCC(N)=O)c(=O)c3ccccc23)cc1	6%	2%	1%	-25%	0.1%
O=C(O)CCc1ccc(-c2ccc(Cl)cc2)o1	65%	-8%	?	9%	3.0%
COC(=O)C1=C(N)c2ccccc2C1(C#N)c1ccccc1 (stereo not drawn)	-1%	-11%	8%	-14%	0.4%
COc1ccc(NC(=O)c2ccc(COCC(F)(F)C(F)F)cc2)cc1	?	-9%	i	-1%	1.1%
COc1ccc(OCc2n[nH]c(=S)n2N)cc1	-3%	-2%	?	-4%	3.1%
O=C(O)c1cn(Cc2cccnc2)c(=O)c2ccccc12	7%	-7%	-22%	/	/
Cc1cc(Cl)ccc1OCC(=O)NCC(c1cccs1)N1CCOCC1 (stereo not drawn)	-1%	2%	-6%	-3%	3.9%
O=C(Nc1nnc(SCc2ccccc2)s1)c1cc2c(s1)CCCC2	1%	5%	12%	8%	1.0%
COCc1cc(C)nc(SCc2ccccc2Cl)c1C#N	8%	-2%	4%	16%	4.4%
N[C@H]1C(O)O[C@H](CO)[C@@H](O)[C@@H]1O (stereo partly drawn)	3%	-12%	-5%	-1%	0.6%
NC(=O)C1CCCN(C(=O)CN2C(=O)NC(c3ccccc3)(c3ccccc3)C2=O)C1 (stereo not drawn)	/	/	/	-15%	1.4%
O=S(=O)(/N=C(/NS(=O)(=O)c1ccccc1)c1ccccc1)c1ccccc1	2%	5%	-4%	-15%	2.5%
CCOc1ccccc1OCC(=O)O	-4%	-10%	-5%	9%	i
COc1ccc(-c2cc(C(=O)N3CCN(c4cccc(C)c4C)CC3)c3ccccc3n2)cc1OC	?	-3%	47%	0%	6.9%
O=C(CSc1nnc(Cc2cc(=O)[nH]c(=O)[nH]2)n1-c1ccccc1)N1CCCC1	-5%	-15%	1%	5%	0.9%

3 compounds already listed, ordered by length of the SMILES, highest first.
SMILES	H37Rv inhibition	Salmonella PhoP GFP	M. tuberculosis	influenza NS1A	inhibitors of VEEV	others
COc1ccc(-c2cc(C(=O)N3CCN(c4cccc(C)c4C)CC3)c3ccccc3n2)cc1OC	?	-3%	47%	0%	6.9%
CC(C)(C)c1nc2ccccc2c2nnc(SCC(=O)Nc3nc4ccccc4s3)n12	0%	-6%	-2%	-8%	?
CSc1cccc(NC(=S)NC(=O)CCc2ccccc2)c1	6%	-3%	?	-16%	0.8%

(cont.)
SMILES	H37Rv inhibition	Salmonella PhoP GFP	M. tuberculosis	influenza NS1A	inhibitors of VEEV	others
Fc1ccccc1CNCCc1c[nH]c2ccccc12	3%	3%	15%	-3%	i
O=C(O)/C=C\c1ccccc1Oc1ccc(F)cc1	-7%	0%	10%	-5%	i
C[C@@H]1CN([C@@H](C)CO)C(=O)Cc2cc(NS(=O)(=O)c3cn(C)cn3)ccc2O[C@@H]1CN(C)C(=O)Nc1ccccc1	2%	/	5%	-8%	0.2%
CCn1cc(C(=O)O)c(=O)c2cnc(N3CCN(C(=S)Nc4ccccc4Cl)CC3)nc21	1%	-7%	60%	11%	i
COc1cc(C(=O)OCC(=O)c2c[nH]c3ccccc23)ccc1OCC(=O)N1CCOCC1	/	-3%	59%	9%	3.9%	inhibitors of VEEV 10K pilot screen=5.0
Cc1ccc(C(=O)NCCCN2CCOCC2)c(C)c1	6%	-6%	0%	-11%	0.1%
O=c1c2cccc(Cl)c2nc2n1Cc1ccccc1-2	-4%	-4%	?	-3%	i
OC(CNCCc1ccc(Cl)cc1Cl)COc1ccccc1 (stereo not drawn)	31%	71µM*	58%	-17%	i
O=C(COC(=O)c1cc(-c2cccc3ccccc23)nc2ccccc12)NC1CCS(=O)(=O)C1 (stereo not drawn)	0%	3%	22%	4%	2.2%
O=C(COC(=O)/C=C/c1cnc2ccccc2n1)NCC(F)(F)F	-6%	6%	/	3%	0.3%
CCOC(=O)COc1cc2oc(=O)cc(C)c2cc1[N+](=O)[O-]	-10%	6%	-4%	-5%	3.9%
CC1CC(C)(C)CC2(C1)NC(=O)N(CC(=O)N1CCN(Cc3ccc(C#N)cc3)CC1)C2=O (stereo not drawn)	/	/	/	1%	1.8%
CCOC(=O)CCC(NC(=O)CCCCC(=O)NC(CCC(=O)OCC)C(=O)OCC)C(=O)OCC (stereo not drawn)	-28%	2%	-4%	-10%	1.2%
Cc1cccc2sc(N(CCCN(C)C)C(=O)COc3ccc(Cl)cc3)nc12	8%	39µM*	37%	-10%	0.4%
C=CCNC(=S)NNC(=O)c1csc(C)c1C	-1%	1%	-3%	4%	3.6%
Fc1ccc2c(c1)/C(=N/Nc1ccccn1)CCS2	13%	10%	37%	4%	3.8%
CN(C)CCNC(=O)C(=O)NCC(c1ccc2c(c1)OCO2)N1CCN(c2ccc(F)cc2)CC1 (stereo not drawn)	5%	7%	-5%	11%	3.3%
O=C(COC(=O)C1(c2ccc(Cl)cc2)CCCC1)NCc1ccco1	3%	-67%	23%	-7%	1.6%
CC(=O)C1=C(c2ccccc2)NC(=O)NC1c1ccccc1 (stereo not drawn)	3%	-7%	-4%	-5%	1.4%
COc1ccc(CC(=O)N2CCC(CCC(=O)Nc3ccccc3)CC2)cc1	-17%	1%	-1%	-16%	1.3%

Taken from the entries so far, 3 compounds:
SMILES	H37Rv inhibition	Salmonella PhoP GFP	M. tuberculosis	influenza NS1A	inhibitors of VEEV	others
C[C@@H]1CN([C@@H](C)CO)C(=O)Cc2cc(NS(=O)(=O)c3cn(C)cn3)ccc2O[C@@H]1CN(C)C(=O)Nc1ccccc1	2%	/	5%	-8%	0.2%
CCn1cc(C(=O)O)c(=O)c2cnc(N3CCN(C(=S)Nc4ccccc4Cl)CC3)nc21	1%	-7%	60%	11%	i
COc1cc(C(=O)OCC(=O)c2c[nH]c3ccccc23)ccc1OCC(=O)N1CCOCC1	/	-3%	59%	9%	3.9%	inhibitors of VEEV 10K pilot screen=5.0
